hgDAF-12 ag – H. glycines DAF-12 receptor agonists, primary screen, cell-based, luminescence, HEK293, GAL4 fusion, UAS-luciferase | HEK293 GAL4-hgDAF12 UAS-luciferase reporter, agonist luminescence; normalized to butyrate control | activation, % at 6.8 µM | 370,000 compounds, 1.8% hits;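 active means activation above a cutoff set at the mean of all screened compounds plus 3 SD, cut at about 10% in these data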;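 further: 0% = DMSO wells and 100% = sodium butyrate wells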
DAX1 inh-1 – DAX1 (NR0B1) inhibitors, primary screen, cell-based, HEK293, Gal4-DAX1, luciferase luminescence. HEK293 Gal4-DAX1 luciferase reporter. 340,000 compounds, 0.99% hits. AID 504766, 2011. inhibition, % at 6.75 µM;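 active means inhibition above the mean over all tested compounds plus 3 SD, cut at about 4.2% in these data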;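 further: 0% = DAX1-transfected cells with DMSO and 100% = empty-vector control cells with DMSO; inhibition shows as a rise in luminescence from relieved DAX1 repression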
ADAM17 inh – ADAM17 inhibitors, primary screen, biochemical, QFRET. recombinant ADAM17, EDANS/DABCYL FRET peptide cleavage. AID 720648, 2013. Disintegrin and metalloproteinase domain-containing protein 17 (Homo sapiens), P78536. 370,000 compounds, 0.83% hits. inhibition, % at 6.95 µM;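 active means inhibition above the mean of compounds lying between control limits plus 3 SD, set per campaign, cut at about 8.5% in these data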;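 further: 0% = DMSO-only wells as the low control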
PG9 Ab binder – binders of HIV-1 gp120 antibody PG9, primary screen, biochemical, TR-FRET | inhibition, % at 6.7 µM | 360,000 compounds, 0.43% hits | HIV-1 gp120 / PG9 antibody interaction | TR-FRET gp120-PG9 antibody binding; in the data active means inhibition above about 8.5%
SMARCA2 activ – SMARCA2 (BRM) function activators, primary screen, cell-based, luminescence, high throughput. MG213 cells, MMTV-luciferase reporter, dexamethasone, overnight. activation, % at 9.1 µM. 370,000 compounds, 1% hits; in the data active means activation above about 7.8%;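 further: 0% = vehicle wells and 100% = reference activator wells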
NPR1 activator – GC-A stimulated cGMP production enhancers – HEK293 GC-A cells, cGMP TR-FRET, EC30 ANP, primary screen | 0% at EC30 ANP, 100% saturating ANP | activation, % at 10 µM | 370,000 compounds, 0.14% hits; in the data active means activation above about 40%
Target sequence (P16066 whole entry, looked up): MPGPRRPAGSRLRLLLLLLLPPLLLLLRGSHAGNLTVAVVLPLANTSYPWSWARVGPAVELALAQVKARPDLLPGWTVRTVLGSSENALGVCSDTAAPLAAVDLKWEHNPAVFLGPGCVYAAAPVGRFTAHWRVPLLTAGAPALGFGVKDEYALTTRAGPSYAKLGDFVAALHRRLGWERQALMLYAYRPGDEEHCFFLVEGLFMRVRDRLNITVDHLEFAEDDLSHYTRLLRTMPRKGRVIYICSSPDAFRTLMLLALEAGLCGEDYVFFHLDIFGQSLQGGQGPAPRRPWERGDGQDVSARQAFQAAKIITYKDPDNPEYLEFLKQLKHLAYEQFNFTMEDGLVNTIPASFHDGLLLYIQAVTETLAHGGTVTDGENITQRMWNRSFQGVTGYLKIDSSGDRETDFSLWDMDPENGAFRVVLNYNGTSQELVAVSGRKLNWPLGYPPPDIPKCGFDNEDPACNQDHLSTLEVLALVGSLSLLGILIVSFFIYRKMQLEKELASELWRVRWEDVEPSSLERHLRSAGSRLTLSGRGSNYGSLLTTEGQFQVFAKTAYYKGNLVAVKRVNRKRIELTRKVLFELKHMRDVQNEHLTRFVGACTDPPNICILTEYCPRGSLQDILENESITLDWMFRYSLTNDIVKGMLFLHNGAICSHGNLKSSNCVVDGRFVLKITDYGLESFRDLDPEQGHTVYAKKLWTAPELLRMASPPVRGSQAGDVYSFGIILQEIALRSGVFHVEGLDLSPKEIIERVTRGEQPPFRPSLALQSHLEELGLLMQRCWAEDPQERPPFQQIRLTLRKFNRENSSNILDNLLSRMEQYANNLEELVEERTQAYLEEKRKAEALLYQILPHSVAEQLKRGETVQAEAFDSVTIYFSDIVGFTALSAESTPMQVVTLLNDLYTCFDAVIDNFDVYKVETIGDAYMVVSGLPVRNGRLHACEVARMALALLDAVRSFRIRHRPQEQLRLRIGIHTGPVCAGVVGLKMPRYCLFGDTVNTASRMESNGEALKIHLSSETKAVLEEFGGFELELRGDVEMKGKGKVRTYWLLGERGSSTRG
ADAM10 inh – human ADAM10 inhibitors, primary screen, biochemical, QFRET, HTS; Disintegrin and metalloproteinase domain-containing protein 10 (Homo sapiens), O14672; recombinant ADAM10, EDANS/DABCYL FRET peptide cleavage, 3 h; inhibition, % at 7 µM; 370,000 compounds, 0.62% hits;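 active means inhibition above a per-campaign cutoff equal to the mean of compounds falling between control-based bounds plus 3 SD, cut at about 20% in these data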;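 further: 0% = DMSO wells while the 100% control is not disclosed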
DAX1 inh-2 – DAX1 (NR0B1) inhibitors on StAR promoter, primary screen, cell-based, luminescence, SF-1 (NR5A1), full-length DAX-1 | HEK293T StAR-luciferase reporter, SF-1/DAX-1 repression relief | inhibition, % at 6.8 µM | 370,000 compounds, 1.1% hits | AID 652010, 2013;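 active means inhibition above the mean over all tested compounds plus 3 SD, cut at about 3.6% in these data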;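 further: 0% = DAX-1 cells with DMSO and 100% = cells lacking DAX-1 with DMSO; higher inhibition means more luminescence from relief of DAX-1 repression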
hcDAF-12 act – H. contortus DAF-12 nuclear receptor activators, primary screen, cell-based, luminescence, HEK293, lit1-tk-luc reporter | 370,000 compounds, 1.4% hits | activation, % at 6.8 µM | HEK293 hcDAF-12 lit1-tk-luc reporter; 0% DMSO, 100% Δ7-dafachronic acid;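 active means activation above the mean of all tested compounds plus 3 SD, cut at about 5.5% in these data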;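 further: 100% = response to 3 µM Δ7-dafachronic acid high control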
ssDAF12 agonist – S. stercoralis DAF-12 nuclear receptor activators, primary screen, cell-based, luminescence, HEK293, GRIP1 co-expression, lit1-tk-luc | Nuclear hormone receptor DAF-12 (Strongyloides stercoralis) | HEK293 ssDAF-12/GRIP1 lit1-tk-luc reporter; % of 3 µM dafachronic acid response | activation, % at 6.8 µM | 370,000 compounds, 1% hits | AID 652126, 2013;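 active means activation above the mean over all tested compounds plus 3 SD, cut at about 0.9% in these data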;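 further: 0% = DMSO-only wells and 100% = 3 µM delta7-dafachronic acid wells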
FXN GAA850 act – FXN promoter activators, primary screen, cell-based, luciferase luminescence, HEK293 lucGAA850; HEK293 lucGAA850 FXN promoter luciferase reporter, 24 h; percent of 10 µM SAHA response; activation, % at 6 µM; 360,000 compounds, 0.56% hits;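 active means activation above the average of all compounds screened plus 3 SD, cutoff fixed separately per campaign, cut at about 7.5% in these data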;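 further: 0% = DMSO wells and 100% = 10 µM SAHA wells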
* marks the source's active call; other numbers are inactive results; . = not tested or not shown.

SMILES	hgDAF-12 ag	DAX1 inh-1	ADAM17 inh	PG9 Ab binder	SMARCA2 activ	NPR1 activator	ADAM10 inh	DAX1 inh-2	hcDAF-12 act	ssDAF12 agonist	FXN GAA850 act
FC(F)(F)c1cccc(OCC2CNC(=S)O2)c1 (stereo not drawn)	1.9	0.9	-3	0.0	-2	5	2	-0.5	-0.1	-0.2	-0.7
COc1ccc(NC(=O)COC(=O)c2ccc(S(=O)(=O)N3CCCCC3)cc2)c(OC)c1	2.2	0.7	2	0.4	0	1	-10	0.8	-0.5	-1.2	2.9
O=C1NC[C@H](CCCCN2C[C@H](Cc3ccc(O)cc3)N(CCc3ccc(O)cc3)C(=O)C2=O)N(CC2CCCCC2)C1=O	-1.4	.	-1	-0.7	8.5*	2	4	-0.4	0.3	-0.6	.
Cc1cc(C)n(-c2nc3ccccc3nc2N2CCC(C)CC2)n1	-0.6	-0.1	-3	0.7	-2	-2	-5	-1.1	-1.0	-1.3	-2.3
O=C1CCC(NC(=O)Cc2ccccc2)C(=O)N1 (stereo not drawn)	-0.1	.	-4	0.7	0	0	-11	0.4	-1.5	-0.4	.
CCn1nc(C(=O)NNC(=O)C(Cc2ccccc2)NC(N)=O)c2ccccc2c1=O (stereo not drawn)	0.1	0.0	0	-0.1	2	1	-6	0.8	1.5	-0.7	0.1
O=C(CSc1nc2scc(-c3ccco3)c2c(=O)n1-c1ccccc1)N1CCOCC1	-3.3	-0.5	1	7.3	-2	2	2	-0.8	-2.7	-1.8	0.2
COc1ccc(CC(=O)NC(C)c2ccc3ccccc3c2)cc1 (stereo not drawn)	-1.1	0.6	0	2.5	0	-3	1	0.0	-1.6	-1.1	1.9
Cc1ccccc1NC(=O)NCc1ccccn1	1.7	-0.5	-6	0.4	1	-1	7	0.2	-0.5	-1.5	0.7
COc1ccc(C(=O)Nn2cnnc2)cc1	0.9	-0.1	-4	1.9	1	-1	3	0.1	-1.1	-1.2	-0.3

Rewritten with two lines to a compound: 2 of the compounds above
Fields – hgDAF-12 ag | DAX1 inh-1 | ADAM17 inh | PG9 Ab binder | SMARCA2 activ | NPR1 activator | ADAM10 inh | DAX1 inh-2 | hcDAF-12 act | ssDAF12 agonist | FXN GAA850 act
O=C1CCC(NC(=O)Cc2ccccc2)C(=O)N1 (stereo not drawn)
 : -0.1 | . | -4 | 0.7 | 0 | 0 | -11 | 0.4 | -1.5 | -0.4 | .
COc1ccc(CC(=O)NC(C)c2ccc3ccccc3c2)cc1 (stereo not drawn)
 : -1.1 | 0.6 | 0 | 2.5 | 0 | -3 | 1 | 0.0 | -1.6 | -1.1 | 1.9

Carrying on.
SMILES	hgDAF-12 ag	DAX1 inh-1	ADAM17 inh	PG9 Ab binder	SMARCA2 activ	NPR1 activator	ADAM10 inh	DAX1 inh-2	hcDAF-12 act	ssDAF12 agonist	FXN GAA850 act
C/C(=N\OCC(=O)Nn1c(=O)[nH]c2ccccc2c1=O)c1ccccc1	-0.9	-0.8	-7	-1.1	-1	0	-27	-0.2	2.4	-1.1	0.1
Cc1noc(C)c1CSCC(=O)N(C)CC(=O)Nc1ccccc1Br	1.4	-0.2	-5	-0.2	-1	3	-6	0.3	0.2	-1.0	1.7
N#CCCCCn1c(-c2cncs2)nc2ccccc21	-0.1	3.1	0	3.8	5	2	5	-0.3	-2.6	-1.4	3.3
C=CCN1C(=O)C2C(C(=O)NCc3ccccc3)C3(C)C=CC2(O3)C1C(=O)NC(C)(C)C (stereo not drawn)	-0.1	0.1	-3	-0.9	0	-3	5	1.7	-0.5	-1.2	0.3
Cc1cc(C)cc(-n2nnnc2-c2cn(C)nc2C(F)(F)F)c1	-1.1	-0.9	3	-0.8	-2	1	-2	-0.1	-1.7	-1.8	-2.1
CCC1CCCCN1CCCNC(=O)c1ccc(CS(=O)(=O)c2ccccc2OC)o1 (stereo not drawn)	-1.5	1.2	-3	-0.7	0	-2	6	0.2	-0.7	-0.3	-1.0
CCOc1ccc(C(=O)CSCCC(=O)O)cc1	-13	-1.4	1	0.1	-9	-1	5	0.0	-6.4	-2.9	-11
CCOC(=O)N1CCN(c2c(N3CCN(c4ccc(OC)cc4)CC3)c(=O)c2=O)CC1	0.0	0.8	-2	-0.9	0	16	-7	-1.3	-1.1	-1.9	-1.0
Cc1cccc(C2c3[nH]c4ccccc4c3CCN2C(=O)CN2CCOC2=O)n1 (stereo not drawn)	-1.9	-0.1	-10	0.1	-2	-5	2	-0.6	7.0*	0.3	1.9
O=C(Cc1ccc(Cl)cc1)c1c[nH]c(C(=O)NCCCn2ccnc2)c1	2.3	-1.1	-4	0.3	-2	-1	-14	0.5	-0.6	-1.1	-0.2
Cc1cccc(NC(=S)NCCc2c[nH]c3ccccc23)c1	3.5	0.7	4	-1.8	-2	-1	10	0.8	3.8	-0.8	-0.9
COc1ccc(OCCCC(=O)ON=C(N)c2ccccc2Cl)cc1	0.0	0.2	0	-0.1	-2	0	-1	-0.5	0.6	-0.5	-0.5
Cc1nn(CC(=O)NCCc2ccc(Cl)cc2)c(=O)c2cccn12	3.5	0.6	-1	-0.6	0	3	3	0.2	4.6	-0.3	0.3
O=C(/C=C/c1cnc2ccccc2n1)NC1CCCCCC1	12*	4.5*	0	-1.1	3	8	-6	3.0	8.8*	0.6	5.4
CCn1c(SCCC(C)C)nnc1-c1c[nH]c2ccccc12	-2.1	-0.5	1	-0.1	-1	0	-4	-1.6	-1.1	-1.8	0.3
CCC(C)c1ccc(NC(=O)C2CCN(c3ncccn3)CC2)cc1 (stereo not drawn)	0.1	-0.3	-3	0.2	-5	2	-12	-0.6	-1.6	-1.7	-2.3
CN1/C(=C\C(=O)c2ccco2)C(C)(C)c2ccccc21	-3.1	0.0	-6	-6.0	-3	-6	-16	-1.9	-3.9	-2.1	0.1
CCOCCSc1nc2c(c(=O)[nH]c(=O)n2C)n1CCCc1ccccc1	-0.8	0.4	2	-1.0	2	3	7	-0.5	-1.1	-1.5	1.6
O=C(COC(=O)c1cc([N+](=O)[O-])ccc1N1CCCC1)Nc1ccccc1OC(F)F	-2.5	-1.1	-1	1.7	-3	14	0	-0.5	-2.6	-1.0	1.0
Cn1c(=O)c2c(nc(NN=C3CCCCC3)n2C)n(C)c1=O	-0.3	-0.3	-5	-16	-2	0	-3	-0.1	0.2	-0.8	-1.9
CCC(CC)NC(=O)CON=C1c2ccccc2-c2ccccc21	0.3	-0.8	-4	1.1	-1	-4	-4	-0.5	-2.0	-1.8	-1.7
Cc1nc(N2CCN(S(=O)(=O)c3cccs3)CC2)c2c(-c3ccccc3)c(C)sc2n1	-2.5	-0.3	-3	-0.5	0	-2	-4	0.3	-1.3	-0.4	1.6
CC(=O)Nc1ccc(NC(=O)CSc2nccn2Cc2ccc(Cl)cc2)cc1	-4.2	-1.3	3	-1.7	-3	0	3	-2.2	-1.4	-1.3	-0.8
Cc1onc(-c2ccccc2Cl)c1C(=O)NNC(=O)c1cccc(F)c1	0.1	1.4	2	-1.3	-2	-1	8	-0.4	0.8	-0.6	0.4
CC(=O)N1c2ccc(S(=O)(=O)NCCC(=O)NCc3ccc(F)cc3)cc2CC1C (stereo not drawn)	-2.5	0.1	0	-2.2	0	2	-2	-1.8	-0.7	-1.3	0.7
CCCOc1ccc(C2/C(=C(/O)c3ccc(F)cc3)C(=O)C(=O)N2CCCN(C)C)cc1 (stereo not drawn)	-0.3	1.3	-1	1.0	-2	-5	7	0.9	-0.8	-0.9	0.7
CCCN(CCC)CCNC(=O)CN1C(=O)COc2ccc(S(=O)(=O)N3CCOCC3)cc21	1.2	0.7	-2	-0.9	0	3	-2	2.3	-2.0	-1.5	-0.5
C/C(=N\NC(=O)c1cc2ccccc2cc1O)c1ccc(C)o1	-0.9	2.8	-4	-2.5	1	7	-1	0.9	0.2	-1.2	0.0
Cc1ccc(C2(C(F)(F)F)N=C3Sc4cc(C)cc(C)c4N3C(=O)N2)cc1 (stereo not drawn)	2.0	-0.2	-5	-0.1	-1	1	0	-0.1	2.0	-0.1	-2.4
O=C1CN(C(=O)c2ccc(Cl)c(S(=O)(=O)N3CCc4ccccc43)c2)c2ccccc2N1	-3.3	-2.4	-2	0.1	-1	-13	-3	0.5	1.5	0.5	-3.8
CCOC(=O)CN1C(=O)S/C(=C/c2cccc([N+](=O)[O-])c2O)C1=O	0.2	0.5	-2	1.1	-2	2	-3	-0.4	-0.8	-1.3	-0.4
Cc1ccc(N/C=C/C(=O)c2cccs2)cc1C	30*	.	1	-1.1	5	1	0	6.7*	21*	2.6*	1.6
CCOC(=O)c1sc(=NC(=O)c2ccc(C)c(C)c2)n(C)c1C	4.3	-0.5	-3	-0.5	3	3	-3	0.4	0.1	-0.4	4.3
CCOc1ccc(CN2C(=O)c3ccccc3C2C(=O)NC(C)CC)cc1OC (stereo not drawn)	-2.3	0.0	-2	-1.7	1	1	7	0.3	-0.8	-1.5	1.4
CCN1CCN(CCn2c(=S)[nH]c3cc4c(cc3c2=O)OCO4)CC1	3.4	0.2	-1	-1.1	-3	7	-9	1.5	-0.8	-1.3	1.2
CCCCC(=O)Nc1ccc(NC(=O)CCCC)nc1	-0.2	1.0	-2	-0.1	1	-2	4	-0.3	-1.2	-0.6	0.4
NC(=O)c1ccsc1NC(=O)c1ccc(N2CCCC2=O)cc1	25*	-2.6	0	-2.5	4	-5	-6	6.7*	7.4*	1.0*	0.7
CCN(Cc1nc2cc(OC)c(OC)cc2c(=O)[nH]1)C(=O)c1ccc(S(=O)(=O)N(C)C)cc1	-2.9	-0.3	-8	-0.3	6	0	6	-0.2	-1.7	-0.9	-2.5
Cc1ccccc1CS(=O)(=O)c1cnc2ccccc2n1	-3.3	-1.2	0	-1.4	1	-1	4	-0.5	-1.5	-1.2	-2.0
Cc1oc(-c2cccc(Cl)c2)nc1CN1CCCC(C(=O)NCCCN2CCOCC2)C1 (stereo not drawn)	-1.0	2.1	-2	-0.1	0	3	-4	-0.5	-0.8	-1.3	3.2
Cc1ccc(NC2CCCN(C(=O)CCc3scnc3C)C2)cc1C (stereo not drawn)	-2.9	-0.7	-5	-2.3	1	0	-6	1.6	-2.9	-1.2	0.1
COCCOC(=O)c1[nH]c2c(c1C)C(=O)CC(c1ccco1)C2 (stereo not drawn)	-3.4	-0.8	1	-0.9	-1	-5	-7	2.9	0.0	-0.7	-1.4
O=C(OCc1cc(=O)n2cc(Br)ccc2n1)C1COc2ccccc2O1 (stereo not drawn)	0.1	0.6	-20	1.9	0	9	-61	0.0	-2.2	-1.1	3.6
CCc1ccc(/C(C)=N/NC(=O)c2c[nH]c3ccccc23)s1	3.9	0.1	-5	-1.0	2	0	7	0.5	6.5*	1.1*	1.6
